# Screens deposited in PubChem by National Center for Advancing Translational Sciences (NCATS).
# GLS inh: qHTS for Inhibitors of Glutaminase (GLS); AID 624170, 2012; 0.21% of 410,000 active; Potency, µM (top dose mostly 45.5 µM), without a hit: at the highest dose activity change, negative = inhibition, usual class: inhibitors; Glutaminase kidney isoform, mitochondrial (Homo sapiens), O94925; GLS enzymatic activity, qHTS titration; further: potency means the concentration at half of the fitted maximal effect; on the % scale 0 is the no-effect control and ±100 the full control effect
#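 Coupled fluorescence readout: glutamate oxidase/HRP/Amplex Red detect glutamate formed by hKGA from L-glutamine (1 mM solution added). Buffer 45 mM KH2PO4 pH 8.2, 0.02% Tween-20; reads at t0 and 30 min RT.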
# IDH1 R132H inh: qHTS for Inhibitors of mutant isocitrate dehydrogenase 1 (IDH1): qHTS; IDH1-R132H enzyme, NADPH consumption, diaphorase/resazurin fluorescence; 0.093% of 390,000 active; Isocitrate dehydrogenase [NADP] cytoplasmic (Homo sapiens), O75874; Potency, µM (titrated, usually from 76.6 µM), inactives show top-dose activity change, negative = inhibition, usual class: inhibitors; further: potency means the concentration at half of the fitted maximal effect; on the % scale 0 is the no-effect control and ±100 the full control effect; nearly all actives have a fitted effect of over 65% in size
# Target sequence (O75874 whole entry R132H, stated change not applied): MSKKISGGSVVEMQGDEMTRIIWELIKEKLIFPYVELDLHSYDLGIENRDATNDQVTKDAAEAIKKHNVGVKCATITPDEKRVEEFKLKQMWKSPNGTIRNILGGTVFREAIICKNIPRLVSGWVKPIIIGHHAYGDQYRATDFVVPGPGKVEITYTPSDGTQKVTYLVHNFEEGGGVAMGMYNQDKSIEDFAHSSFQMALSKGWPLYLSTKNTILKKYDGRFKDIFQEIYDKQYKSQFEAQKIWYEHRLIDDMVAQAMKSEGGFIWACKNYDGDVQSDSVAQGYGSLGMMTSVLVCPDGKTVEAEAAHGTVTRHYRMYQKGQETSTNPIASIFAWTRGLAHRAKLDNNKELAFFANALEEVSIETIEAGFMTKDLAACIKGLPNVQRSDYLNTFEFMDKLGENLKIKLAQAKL
#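 IDH1-R132H (0.5 ug/mL dispensed) in pH 7.5 Tris buffer was preincubated 30 min with compound, then given a substrate mix of 0.016 mM NADPH and 2 mM alpha-KG for 80 min at room temperature; remaining NADPH was read by diaphorase/resazurin fluorescence.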
# PI4K2A inh: qHTS for small molecular inhibitors of PI4K2A; Phosphatidylinositol 4-kinase type 2-alpha (Homo sapiens), Q9BTU6; purified PI4K2A, ADP-Glo luminescence, 1 h; active compounds read low; activity change, negative = inhibition, % at 76.9 µM; 0.13% of 420,000 active; AID 1346378, 2018; in the data active means activity change below about -50%; inconclusive means mostly about -30% to -49%;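 further: -100% = wells without enzyme as full effect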
#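 In this quantitative HTS, ADP production by PI4K2A was quantified luminescently after 1 h at ambient temperature; 100 microM adenosine served as plate-quality control.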
# PGK inhibitor: qHTS Assay to Find Inhibitors of Phosphoglycerate Kinase. Phosphoglycerate kinase, glycosomal (Trypanosoma brucei brucei), P07378. PGK/GAPDH coupled, Kinase-Glo luminescence, 60 min. Potency, µM (series often up to 57.5 µM), for the others: at the top dose activity change, negative = inhibition, most hits filed as inhibitors. 0.043% of 380,000 active. AID 602233, 2012; further: potency means the concentration at half of the fitted maximal effect; on the % scale 0 is the no-effect control and ±100 the full control effect; nearly all actives have a fitted effect of over 60% in size
#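 Luminescent ATP detection (Kinase-Glo Plus) follows a 60-minute room-temperature incubation, with wells lacking PGK as controls. Buffer: 100 mM TEA (pH 7.6), 5 mM MgCl2, 0.01% Tween-20. Coupling enzyme GAPDH (100 nM final) supplies unstable 1,3-BPG in-well.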
# rTrxR1 inhibitor: qHTS Assay for Inhibitors of Mammalian Selenoprotein Thioredoxin Reductase 1 (TrxR1): qHTS; recombinant rTrxR1, NADPH fluorescence consumption, selenite substrate; Thioredoxin reductase 1, cytoplasmic (Rattus norvegicus), O89049; AID 588453, 2011; 1% of 390,000 active; Potency, µM (doses to about 114 µM), for the others: at the top dose activity change, negative = inhibition, most hits filed as inhibitors; further: potency means the concentration at half of the fitted maximal effect; on the % scale 0 is the no-effect control and ±100 the full control effect; nearly all actives have a fitted effect of over 65% in size
# Target sequence (O89049 whole entry, looked up): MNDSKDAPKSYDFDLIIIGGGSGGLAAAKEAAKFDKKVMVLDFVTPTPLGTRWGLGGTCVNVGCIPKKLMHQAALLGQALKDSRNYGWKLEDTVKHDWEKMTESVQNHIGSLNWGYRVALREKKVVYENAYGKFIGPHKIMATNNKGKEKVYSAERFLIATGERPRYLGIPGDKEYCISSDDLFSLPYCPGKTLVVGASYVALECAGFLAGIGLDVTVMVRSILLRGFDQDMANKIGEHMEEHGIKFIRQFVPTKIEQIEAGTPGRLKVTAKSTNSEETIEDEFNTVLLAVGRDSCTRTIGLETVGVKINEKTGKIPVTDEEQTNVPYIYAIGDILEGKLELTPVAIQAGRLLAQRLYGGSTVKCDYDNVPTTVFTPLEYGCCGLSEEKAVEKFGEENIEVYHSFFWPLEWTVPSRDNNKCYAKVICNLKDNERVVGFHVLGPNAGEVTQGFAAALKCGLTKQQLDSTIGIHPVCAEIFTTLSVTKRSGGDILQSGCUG
#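 Rat TrxR1 (90 nM in the dispensed reagent) was pre-reduced with 400 uM NADPH for 5 min at room temperature, then incubated with compound for 15 min. After 400 uM selenite was added, NADPH fluorescence (Ex 340/Em 450 nm) was followed for 8 min.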
# Pin1 inh: qHTS Assay to Find Inhibitors of Pin1; Peptidyl-prolyl cis-trans isomerase NIMA-interacting 1 (Homo sapiens), Q13526; Pin1 FP peptide displacement, HiFluor488, 10 min; Potency, µM (series often up to 115 µM), without a hit: at the highest dose activity, negative = inhibition, most hits filed as inhibitors; 0.009% of 390,000 active; AID 504891, 2011; active means well fitted inhibition curve with a large enough effect in the polarisation, with a control signal flat, not every such curve was filed as active; inconclusive means small, poorly fitted or top-dose-only effect, or effect the other way, or a change in a side signal; inactive means no such curve, though single readings can be large or run the other way; the % refers to the polarisation; further: potency means the concentration at half of the fitted maximal effect; on the % scale 0 is the no-effect control and ±100 the full control effect
# Target sequence (Q13526 whole entry, looked up): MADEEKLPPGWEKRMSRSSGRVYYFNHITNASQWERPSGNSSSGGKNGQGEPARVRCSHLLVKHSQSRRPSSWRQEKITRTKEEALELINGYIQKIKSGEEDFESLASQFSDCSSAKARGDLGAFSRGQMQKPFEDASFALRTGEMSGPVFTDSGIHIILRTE
# TrxR1 substrate: qHTS Assay for Substrates of Mammalian Selenoprotein Thioredoxin Reductase 1 (TrxR1): qHTS. AID 588456, 2011. Potency, µM (highest dose often 114 µM), for inactives: top-dose activity change, negative = substrate turnover. purified TrxR1 substrate turnover, NADPH consumption readout. Thioredoxin reductase 1, cytoplasmic (Rattus norvegicus), O89049. 0.01% of 390,000 active; further: potency means the concentration at half of the fitted maximal effect; on the % scale 0 is the no-effect control and ±100 the full control effect; nearly all actives have a fitted effect of over 50% in size
#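 Rat TrxR1, dispensed at 90 nM, was prereduced with 400 uM NADPH (final) for 5 min at ~22 deg C, then incubated with compound 15 min before 400 uM selenite. A first-read NADPH fluorescence drop versus no-compound background flagged substrates.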
# HP1b binding inh: HTS for Inhibitors of HP1-beta Chromodomain Interactions with Methylated Histone Tails; Chromobox protein homolog 1 (Homo sapiens), P83916; AlphaScreen HP1-beta / biotin-H3K9me3 peptide binding; Potency, µM (highest dose often 114 µM), for inactives: at the top dose activity change, negative = inhibition, hits mostly inhibitors; 0.56% of 390,000 active; further: potency means the concentration at half of the fitted maximal effect; nearly all actives have a fitted effect of over 70% in size; inactives centre near 23
#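 AlphaScreen: HP1-beta (50 nM) preformed 30 min with biotin-H3(1-18)K9me3 peptide (50 nM) in PBS pH 7.4, 0.01% Tween-20. Compound added for 30 min at RT, then streptavidin donor/nickel chelate acceptor beads (10 ug/mL) for 30 min.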
# USP1 inh: Inhibitors of USP1/UAF1: Primary Screen; recombinant USP1/UAF1, Ub-Rhodamine cleavage fluorescence; Potency, µM (doses to about 57.1 µM), for inactives: at the highest dose activity change, negative = inhibition, actives largely listed as inhibitors; Ubiquitin carboxyl-terminal hydrolase 1 (Homo sapiens), O94782; 0.23% of 390,000 active; AID 743255, 2014; further: potency means the concentration at half of the fitted maximal effect; on the % scale 0 is the no-effect control and ±100 the full control effect; nearly all actives have a fitted effect of over 60% in size; inactives centre near -12
#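 1 nM enzyme complex + cpd, 15 min RT; start with Ub-Rho 150nM final; kinetic fluorescence ex 480/em 540, 6 reads q60 s. Buffer 50mM HEPES pH 7.8, 0.5mM EDTA, 0.1 mg/ml BSA, 1mM TCEP, 0.01% Tween-20.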
# * hit, by the source's call; i = inactive; ? = inconclusive; [ ] = another dose, or the depositor's remark. Unless noted, the call rests on the fitted dose curve; in most records, active means well fitted curve in the direction sought with a large enough effect; inconclusive means small, poorly fitted or top-dose-only effect, or another doubt; inactive means no such curve, though single readings can be large; an effect the other way counts as inactive or inconclusive.
GLS inh	IDH1 R132H inh	PI4K2A inh	PGK inhibitor	rTrxR1 inhibitor	Pin1 inh	TrxR1 substrate	HP1b binding inh	USP1 inh	Compound
-5.9%	2.0%	-0.8	i	-39.1%	-12.3%	-8.3%	-10.6%	2.5%	CC(=O)c1ccc(-n2c(-c3cc(-c4ccco4)[nH]n3)n[nH]c2=S)cc1
6.6%	-3.4%	-0.2	-0.7%	14.0%	-2.2%	4.5%	29.2%	-12.9%	Cc1ccc(NC(=O)c2ccc(OCc3c(C)noc3C)cc2)c(C)c1
-7.0%	8.9%	1.5	-3.0%	9.4%[57.1 µM]	-1.6%	-2.8%[57.1 µM]	24.2%	-1.7%	O=C(O)c1cc(S(=O)(=O)N2CCOCC2)ccc1N1CCCCC1
31.2%[activator]	5.2%	-6.4	4.1%	9.3%[57.1 µM]	?	5.1%[57.1 µM]	26.3%	-15.3%	CCN1CCc2c(sc(NC(=O)c3ccc(S(=O)(=O)N4CCOCC4)cc3)c2C(N)=O)C1
-13.3%	12.2%	1.7	2.0%	16.3%[57.1 µM]	13.5%	-0.3%[57.1 µM]	25.3%	-19.0%	O=C(NNC(=O)c1cccs1)c1ccc2ccccc2c1
-4.8%	-17.1%	-2.1	-6.3%	-8.6%	-0.6%	-4.9%	2.4%	-22.9%	CCCCCOc1c(Cl)cc(C(=O)N(Cc2ccc(C)o2)C2CCS(=O)(=O)C2)cc1Cl (centres undefined)
-4.4%	2.0%	-6.4	i	23.0%	-6.9%	0.6%	-2.8%	2.1%	O=C(CCc1ccc(S(=O)(=O)NCc2ccccc2)cc1)N1CCN(Cc2ccc3c(c2)OCO3)CC1
0.9%	-10.5%	-4.7	-0.6%	19.5%	1.8%	1.5%	11.9%	-3.4%	CCc1ccc(NC(=O)C(C)OC(=O)CC(NC(C)=O)c2ccccc2)cc1 (centres undefined)
-4.8%	-10.3%	0.3	-9.2%	14.5%[57.1 µM]	-1.0%	-2.5%[57.1 µM]	21.8%[57 µM]	2.2%	Cc1noc(-c2ccc(-c3noc(-c4cccc(Cl)c4)n3)cc2)n1
-5.8%	19.5%	9.7	i	-3.0%	3.1%	-1.5%	27.3%	-18.4%	C/C(CC(=O)Nc1ccccc1Cl)=N\NC(=O)C(=O)NCCO
-2.2%	3.0%	-0.5	-2.4%	10.0%	-2.1%	4.6%	21.2%	-24.1%	O=C(CSc1nnc(N2CCCC2)n1-c1ccccc1Cl)N1CCN(c2ccccn2)CC1
8.3%	3.0%	-2.8	4.4%	6.5%	-0.1%	2.6%	16.1%	-7.6%	Cc1cc(Cl)c2oc(C(=O)NCCN3CCCCC3CO)c(C)c2c1 (centres undefined)
-2.3%	2.7%	-3.5	-8.4%	2.4%	8.8%	-0.2%	16.2%	-8.2%	CCCCN(C)CCC(=O)Nc1ccc(C)cc1
-5.4%	3.7%	-6.3	1.9%	1.5%	1.8%	-3.7%	37.9%	-22.9%	COc1ccc(/C=C/C(=O)NCc2cccnc2)cc1
-9.1%	9.1%	-1.8	-6.6%	-0.5%[57.1 µM]	-2.2%	-2.1%[57.1 µM]	?	-11.6%	O=C(CCN1C(=O)C2C3CC(C(Br)C3Br)C2C1=O)OCC(=O)c1cccc([N+](=O)[O-])c1 (centres undefined)
3.0%	3.4%	-7.3	-2.6%	49.1%[activator][57.1 µM]	-0.3%	9.4%[57.1 µM]	38.3%[activator]	-4.3%	O=C(CSc1ccc2c(c1)OCCO2)NCC1CCCO1 (centres undefined)
15.3%	-15.4%	2.3	?	18.1%	-7.8%	-3.0%	21.8%	-9.5%	COC(=O)c1ccc(NC(=S)N2CCN(CCO)CC2)cc1
4.1%	-2.9%	-10.3	-9.8%	2.5%	-0.9%	-7.8%	1.6%	0.1%	CCOc1ccc(-c2nc(C)c(C(C)=O)n2O)cc1
6.7%	-2.1%	0.9	6.2%	39.5%[activator]	6.4%	97.3%[activator]	-20.7%	-21.5%	COc1ccc(-c2nc(C#N)c(NCc3ccco3)o2)cc1
0.6%	2.4%	1.8	-6.4%	-9.8%	1.0%	-12.8%	5.1%	-6.7%	CCCCC(=O)Nc1ccc(NC(=O)c2ccccc2[N+](=O)[O-])cc1OC
11.6%	-4.8%	3.6	-0.1%	32.1%	62.4%[activator]	27.6%	36.2%	-6.9%	COc1ccc(-c2cc(-c3ccccc3)nc3c2COc2ccc(F)cc2-3)cc1
2.8%	-2.7%	-2.5	0.7%	10.0%	-0.6%	1.0%	62.2%[activator]	-17.8%	Cc1cc(NC(=O)CCC(=O)N(CC2CCCO2)C(C(=O)NC2CCCC2)c2ccccc2C)no1 (centres undefined)
-3.3%	-3.9%	3.1	-4.0%	3.4%	1.2%	22.5%	70.2%[activator]	-11.5%	Cc1c(OCC(=O)NCCCN2CCOCC2)ccc2c3c(c(=O)oc12)CCCC3
-1.4%	-12.8%	3.0	i	16.5%[57.1 µM]	2.5%	0.1%[57.1 µM]	22.2%[57 µM]	-0.2%	CSc1ccc(CCNC(=O)c2ccc3c(c2)nc2n3CCC(C)C2)cc1 (centres undefined)
5.6%	6.0%	2.2	-2.2%	11.0%	8.8%	7.4%	?	-2.7%	COc1ccc(-c2cc(C(F)(F)F)nc(SCC(=O)NCCc3ccccc3)n2)cc1

# Laid out differently: results already given.
# Results follow in this order: GLS inh, IDH1 R132H inh, PI4K2A inh, PGK inhibitor, rTrxR1 inhibitor, Pin1 inh, TrxR1 substrate, HP1b binding inh, USP1 inh
O=C(O)c1cc(S(=O)(=O)N2CCOCC2)ccc1N1CCCCC1
  -7.0%, 8.9%, 1.5, -3.0%, 9.4%[57.1 µM], -1.6%, -2.8%[57.1 µM], 24.2%, -1.7%
CCN1CCc2c(sc(NC(=O)c3ccc(S(=O)(=O)N4CCOCC4)cc3)c2C(N)=O)C1
  31.2%[activator], 5.2%, -6.4, 4.1%, 9.3%[57.1 µM], ?, 5.1%[57.1 µM], 26.3%, -15.3%
O=C(NNC(=O)c1cccs1)c1ccc2ccccc2c1
  -13.3%, 12.2%, 1.7, 2.0%, 16.3%[57.1 µM], 13.5%, -0.3%[57.1 µM], 25.3%, -19.0%

# Next results follow.
GLS inh	IDH1 R132H inh	PI4K2A inh	PGK inhibitor	rTrxR1 inhibitor	Pin1 inh	TrxR1 substrate	HP1b binding inh	USP1 inh	Compound
9.4%	2.3%	-1.9	-0.5%	-13.6%	-0.5%	-5.0%	4.5%	-26.8%	C/C(=N\Nc1cccc(Cl)c1)c1ccc(-n2ccnc2)cc1
-7.3%	15.8%	-2.3	i	33.8%	-0.3%	17.0%	322.2%[activator]	-8.5%	CCN(CC)c1nc(-c2ccccc2Cl)c2cc(Br)ccc2n1
-8.4%	1.1%	5.7	-8.6%	14.7%[57.1 µM]	-0.1%	1.8%[57.1 µM]	30.0%	?	CCOc1ccccc1C(=O)NCc1ccc2c(c1)CCN2C(C)=O
-6.4%	0.3%	5.8	-4.5%	-8.7%	22.2%	9.2%	?	?	COC(=O)c1ccc(-c2ccco2)n1Cc1ccccc1Cl
-5.8%	-1.1%	-0.4	-0.8%	4.7%	0.9%	-8.5%	39.8%[activator]	-13.4%	CCN(CC)S(=O)(=O)c1cccc(C(=O)Nc2nncs2)c1
2.5%	4.3%	-1.3	-7.3%	10.1%	2.7%	3.5%	29.3%	2.2%	CN(C(=O)C1CCOC1)c1nnc(-c2cccnc2)s1 (centres undefined)
-9.3%	-3.3%	0.3	i	13.6%	?	-2.1%	-5.2%	-24.6%	Cc1ccc(S(=O)(=O)N(CC(O)Cn2c3ccccc3c3ccccc32)c2cccc(C(=O)NCCO)c2)cc1 (centres undefined)
2.1%	-21.5%	3.7	3.9%	-2.9%	1.5%	-4.3%	?	-1.0%	Cc1n[nH]c(C)c1NC(=O)CN1CCN(S(=O)(=O)c2ccc(C(F)(F)F)cc2)CC1
2.7%	-7.9%	-0.7	0.6%	19.3%	-1.0%	-8.7%[11.4 µM]	29.9%	2.9%	O=C(COc1ccc(Br)cc1)NCCN1CCCC1
-2.3%	24.1%	1.4	10.1%	14.3%	?	-0.2%	22.4%	-16.5%	Cc1cc(Br)ccc1NC(=O)c1coc(=O)c2ccccc12
23.6%	2.3%	-1.7	i	-14.9%	0.5%	-11.7%	45.8%[activator]	-17.4%	CC(=O)NC(C(=O)c1ccccc1)C(=O)c1ccccc1
-0.6%	-0.6%	0.7	6.7%	12.5%	-1.4%	8.8%	17.8%	-23.8%	COc1ccc(NC(=O)CSc2cc(C)nc3c(-c4ccccc4)cnn23)cc1

# Some of the compounds tested; count on the stated rates, not on these rows.
